SKN-1 block = blocks SKN-1 activity in C. elegans. inhibition, % at 21.8 µM. AID 624304. C. elegans VP596 Pgst-4::GFP/RFP ratio, acrylamide-induced, 24 h. hit rate 0.49% among 360,000;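 active means interference check ratio from 0.5 to 1.5 plus GFP to RFP signal ratio inhibition reaching or exceeding a fixed threshold, cut at about 30% in these data, passing the limit was not always enough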; further: some compounds called inactive have numbers as strong as hits
STEP block = STEP (human) phosphatase inhibition. inhibition, % at 20 µM. recombinant STEP, OMFP fluorogenic substrate, fluorescence. P54829. hit rate 0.25% among 360,000;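 active means inhibition at 20 µM, scaled per plate between control wells, above about 37%, limit read from the data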;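 further: 0% = DMSO with enzyme and substrate and 100% = substrate only without enzyme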
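Test system: STEP tyrosine phosphatase / Reagent: OMFP at 25 µM / Doses: 20 µM, 1% DMSO / Read-out: percent inhibition scaled to no-enzyme and uninhibited-enzyme controls, plate-pattern corrected / Detection: FITC-channel fluorescence of OMFP product / Medium: Bis-Tris buffer pH 6.0, 2.5 mM DTT, 0.005% Tween 20 / Schedule: 20 min at room temperature, dark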
NadD inh = NadD (S. aureus) enzyme inhibition | purified NadD enzyme, colorimetric absorbance read-out | inhibition, % at 20 µM | hit rate 0.78% among 360,000 | AID 602399; in the data active means inhibition above about 26%; further: some compounds past the cut are filed as inactive
Tb MetRS inh = blocks T. brucei methionyl-tRNA synthetase activity; purified T. brucei MetRS, ATP depletion, Kinase-Glo luminescence; inhibition, % at 11.9 µM; hit rate 0.4% among 360,000; AID 624268;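 active means inhibition above a per-plate cutoff of the control wells' mean inhibition plus 3 SD, cut at about 5.5% in these data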;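 further: 0% = DMSO wells median and 100% = median of wells with control inhibitor compound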
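Dosing: 11.9 µM compound single dose, 0.9% DMSO; Assay system: purified T. brucei MetRS enzyme; Measured by: Kinase-Glo luciferase luminescence reporting remaining unconsumed ATP; Schedule: 15 min plus 2 h at 25 °C.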
LMPTP inh = LMPTP (human) inhibition. hit rate 0.22% among 360,000. recombinant LMPTP-A, OMFP fluorogenic substrate, fluorescence intensity. inhibition, % at 20 µM;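 active means compounds that cut the enzyme signal by at least half of the control window in the single-dose screen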;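 further: plate controls were DMSO wells with enzyme plus substrate for no effect and substrate without enzyme for full effect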
Target sequence (P24666 whole entry, looked up): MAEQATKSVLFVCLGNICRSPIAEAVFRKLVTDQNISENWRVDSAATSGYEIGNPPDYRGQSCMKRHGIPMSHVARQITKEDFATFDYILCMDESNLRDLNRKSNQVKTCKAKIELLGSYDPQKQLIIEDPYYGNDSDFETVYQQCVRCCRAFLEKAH
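test system = LMPTP-A | amount = 0.625 nM LMPTP-A final | reagent = fluorogenic phosphatase substrate OMFP at 400 µM final | incubation = 50 min at room temperature | benchmarks = no-enzyme low control, uninhibited high control | medium = Bis-Tris pH 6.0, DTT, detergent | signal = fluorescence intensity of OMFP turnover product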
SUMO1-SIM PPI = alters human SUMO1 binding to SIM partners | P63165 | SUMO1 binding to a labelled peptide, TR-FRET, 1 h | inhibition, % at 20 µM | hit rate 0.33% among 360,000 | AID 602429; in the data active means inhibition above about 37%
Target sequence (P63165 whole entry, looked up): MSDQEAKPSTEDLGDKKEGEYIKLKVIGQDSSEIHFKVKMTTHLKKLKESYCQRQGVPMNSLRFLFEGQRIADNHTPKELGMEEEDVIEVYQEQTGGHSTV
DNMT1 block = DNMT1 (human) enzyme inhibition; P26358; DNMT1 molecular beacon, Hinp1I cleavage, fluorescence; inhibition (reported as % activation of signal), % at 10 µM; hit rate 0.83% among 360,000; AID 588458; in the data active means inhibition above about 50%
CendR NRP1 mod = NRP-1/CendR interaction modulation; hit rate 0.85% among 360,000; FAM-RPARPAR peptide binding to NRP-1, fluorescence polarization; AID 602438; inhibition, % at 25 µM; O14786;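 active means inhibition or corrected inhibition above about 18%, plus a signal ratio from 0.5 to 1.5, limit read from the data, passing the limit was not always enough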; further: strong numbers were not always called active
Scp-1 inhibitor = blocks human Scp-1 phosphatase activity; Recombinant Scp1, phosphopeptide, malachite green phosphate absorbance; AID 493091; hit rate 0.88% among 340,000; inhibition, % at 20 µM;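 active means inhibition above about 50% at 20 µM, limit read from the data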;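 further: plate controls were DMSO wells with enzyme for no effect and wells lacking enzyme for full effect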
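System: truncated SCP-1 phosphatase (76-261aa); medium: Tris acetate buffer pH 5.5 with MgCl2 and Tween-20; incubation: 45 min room-temperature reaction, 5 min colour, 30 min stabiliser; compound: single 20 µM dose, 1% DMSO; reagent: Phosphorylated 17-residue peptide substrate; read-out: % inhibition at 20 µM; technique: colorimetric free-phosphate detection, absorbance 630 nm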
Neddyl block = cullin neddylation inhibition; P61081+Q13564; TR-FRET cullin neddylation, biochemical; calls only at 25 µM; hit rate 0.58% among 360,000; AID 651699; in the data active means inhibition above about 36%
Target sequence (P61081 whole entry, looked up): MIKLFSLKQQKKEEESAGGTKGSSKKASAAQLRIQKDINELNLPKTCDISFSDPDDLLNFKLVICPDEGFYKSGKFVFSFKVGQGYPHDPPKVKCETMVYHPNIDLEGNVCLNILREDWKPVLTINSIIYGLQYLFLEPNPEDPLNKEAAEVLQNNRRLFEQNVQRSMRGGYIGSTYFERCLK
Target sequence (Q13564 whole entry, looked up): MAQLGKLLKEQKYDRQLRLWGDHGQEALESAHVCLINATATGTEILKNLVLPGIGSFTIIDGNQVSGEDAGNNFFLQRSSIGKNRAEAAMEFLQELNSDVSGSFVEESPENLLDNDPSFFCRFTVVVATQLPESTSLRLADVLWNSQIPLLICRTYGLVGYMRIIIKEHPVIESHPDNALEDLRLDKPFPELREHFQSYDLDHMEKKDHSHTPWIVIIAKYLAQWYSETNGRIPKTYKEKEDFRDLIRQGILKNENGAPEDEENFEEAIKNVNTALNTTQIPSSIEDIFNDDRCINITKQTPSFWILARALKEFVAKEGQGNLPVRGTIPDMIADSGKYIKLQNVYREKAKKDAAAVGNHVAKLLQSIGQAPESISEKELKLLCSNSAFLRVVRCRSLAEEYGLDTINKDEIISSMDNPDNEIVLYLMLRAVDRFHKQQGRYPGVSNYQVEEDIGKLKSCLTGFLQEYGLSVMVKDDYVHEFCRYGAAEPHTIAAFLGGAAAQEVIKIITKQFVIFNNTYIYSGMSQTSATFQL
The depositor's hits bear a star; i = inactive; x = no result given.

SKN-1 block	STEP block	NadD inh	Tb MetRS inh	LMPTP inh	SUMO1-SIM PPI	DNMT1 block	CendR NRP1 mod	Scp-1 inhibitor	Neddyl block	molecule
-2	-3	-4	-0.5	0.5	-2	-3	-2	6	i	CCOc1ccc(N2CC(C(=O)NCCc3ccc(OC)c(OC)c3)CC2=O)cc1 (centres undefined)
-3	-1	-5	0.0	0.1	0	-4	-8	-10	i	O=C(COC(=O)[C@@H]1CCCN1S(=O)(=O)c1ccccc1F)NCc1ccc2c(c1)OCO2
6	0	-4	-0.6	-2.4	3	1	-3	-4	i	CCOc1ccc(CCNC(=O)C2CC(=O)N(c3ccc4c(c3)OCCO4)C2)cc1OCC (centres undefined)
14	-1	2	0.2	0.2	6	1	2	-6	i	COc1cccc(C(=O)NC(=O)Nc2nc(C)cc(C(F)(F)F)n2)c1
-19	1	-7	0.8	-0.5	4	1	16	-1	i	COc1ccc(CNCCNC(=O)c2cccs2)c(OC)c1OC
4	-2	1	-0.4	-1.5	2	2	13	-4	i	O=C(Nc1cccc(-n2cnnn2)c1)c1cccs1
3	-1	-1	0.2	0.4	0	1	12	6	i	O=C(CCc1ccccc1)Nc1nc2n(n1)C(c1ccc(Cl)cc1)CC(=O)N2 (centres undefined)
16	-2	-4	-0.2	-0.1	0	-2	-7	-10	i	CN(c1ccccc1)S(=O)(=O)c1cc(Cl)ccc1Cl
-2	0	-5	-0.2	-1.8	2	-2	-4	0	i	Cc1ccc(OCC(=O)N/N=C/c2ccncc2)cc1C
0	2	-5	0.5	-1.0	2	4	9	1	i	CC(NC(=S)NCCN1CCOCC1)C12CC3CC(CC(C3)C1)C2 (centres undefined)
-9	-4	-6	0.3	-1.1	-8	-8	1	-7	i	COc1cccc(NC(=O)CN(C)C(C)C(=O)Nc2cc([N+](=O)[O-])ccc2Cl)c1 (centres undefined)
-19	2	-3	-0.1	-0.5	0	0	2	-10	i	O=C(COC(=O)c1ccccn1)Nc1ccc(S(=O)(=O)N2CCOCC2)cc1
2	-4	-2	1.1	0.4	2	-33	-4	1	i	COC(=O)CCC(C)C1CCC2C3CCC4CC(O)CCC4(C)C3CC(O)C12C (centres undefined)
2	2	7	0.1	-0.6	6	2	19	-8	i	C=CC(COCc1ccccc1)N(Cc1ccc(OC)cc1)S(=O)(=O)c1ccccc1Br (centres undefined)
17	-2	-2	-1.2	-1.3	-3	-1	8	-8	i	CCN1C2=NCCCN2c2ccccc21

Overlap with the part before: 3 compounds; new compounds follow.
SKN-1 block	STEP block	NadD inh	Tb MetRS inh	LMPTP inh	SUMO1-SIM PPI	DNMT1 block	CendR NRP1 mod	Scp-1 inhibitor	Neddyl block	molecule
2	-4	-2	1.1	0.4	2	-33	-4	1	i	COC(=O)CCC(C)C1CCC2C3CCC4CC(O)CCC4(C)C3CC(O)C12C (centres undefined)
2	2	7	0.1	-0.6	6	2	19	-8	i	C=CC(COCc1ccccc1)N(Cc1ccc(OC)cc1)S(=O)(=O)c1ccccc1Br (centres undefined)
17	-2	-2	-1.2	-1.3	-3	-1	8	-8	i	CCN1C2=NCCCN2c2ccccc21
5	-2	-1	-0.3	-1.0	4	8	3	x	i	NC(=O)c1cccc(-c2ccnc3c2CC(C(=O)NCCc2ccccc2)O3)c1 (centres undefined)
5	3	-8	-0.5	32	-9	0	-20	-6	i	CC(=O)Nc1ccc(Nc2cc(C)nc3ccccc23)cc1
7	2	-4	-0.2	0.7	-3	1	9	-4	i	CCOc1ccc(/C=C(\C)C(=O)c2c(C)cc(C)[nH]c2=O)cc1
10	-1	10	-0.2	1.7	5	-4	2	0	i	CCn1c2ccccc2c2nnc(SCC(=O)Nc3ccc4c(c3)OCO4)nc21
22	0	1	-0.1	-2.3	-5	0	0	-7	i	O=S(CCc1ccncc1)Cc1ccccc1 (centres undefined)
1	-2	-2	0.2	-0.4	-5	5	6	1	i	COc1ccc(/C=N/NC(=O)Cn2nnc3ccccc32)cc1OC
-4	2	-4	0.0	-1.8	-1	-2	-5	-8	i	O=C(CNS(=O)(=O)c1cccs1)N1CCc2ccccc2C1
-10	-2	-5	2.1	0.9	12	-4	15	-6	i	COc1ccc(OCC(O)CN2CCN(CC(O)COc3ccc(OC)cc3)CC2)cc1 (centres undefined)
6	1	0	0.5	2.9	4	1	0	-6	i	COc1ccc(C2SCC(=O)N2CC23CC4CC(CC(C4)C2)C3)cc1 (centres undefined)
2	-3	-2	-0.5	0.3	1	-1	-4	-5	i	COc1ccc(/C=N/NC(=O)CN2CCSCC2)c(OC)c1
-10	-2	-5	-1.7	1.3	3	-13	2	-13	i	C=C(C)c1cccc(C(C)(C)NC(=O)N2CCN(CC(N)=O)CC2)c1
-7	-2	3	-0.7	-2.2	7	4	6	-1	i	COc1ccc(N2CC(NC(=O)NCCC(C)C)CC2=O)cc1 (centres undefined)
-12	0	-6	-0.7	0.2	1	0	2	-1	i	COc1ccc(N(C(=O)Cn2nnc(-c3ccc(F)cc3)n2)C(C)C(=O)NC2CCCC2)cc1 (centres undefined)
-5	1	2	0.1	-0.9	-32	1	-6	-20	i	Cc1ccccc1NC(=O)Cn1nnc2sc3c(c2c1=O)CC(C)(C)OC3
-9	0	-4	-0.6	1.3	1	5	-11	-6	i	COc1cc(C(=O)NCc2ccc3c(c2)OCO3)ccc1OCc1c(C)noc1C
-1	-4	-3	0.1	-0.5	4	-2	3	-2	i	CCCCOC(=O)Nc1ccc(C(=O)OC)cc1
15	0	1	-0.2	-0.7	-7	5	11	x	i	Cc1ccccc1NC(=O)C(C)OC(=O)C1CCCO1 (centres undefined)
15	1	-4	0.3	-0.3	4	1	2	-13	i	O=C(O)c1cccc(CSc2nnc(-c3ccc(Cl)cc3)o2)c1
-10	-1	-4	-0.2	-1.9	-1	3	0	-17	i	CCN1C/C(=N\S(=O)(=O)/N=C2\CN(CC)C(=O)N2CC)N(CC)C1=O
6	-2	-3	0.5	-0.2	0	3	-2	-4	i	Cc1ccccc1NC(=O)Cc1nc(CCl)cs1
3	0	6	-0.3	-1.0	-4	-1	6	-1	i	O=C(NCCCNC(=O)c1ccccn1)c1ccc(F)cc1
3	2	-2	-0.6	-1.6	-1	1	0	-1	i	COc1cc(/C=N/n2c(C)nc3ccccc3c2=O)cc(OC)c1O
0	-2	3	-0.3	1.9	-5	-4	-10	-6	i	Cc1ccccc1CN(c1ccc(C(=O)NCCC2=CCCCC2)cc1)S(C)(=O)=O
3	2	3	0.5	-1.0	-16	1	-8	-6	i	O=C(NCCO)c1cccc2c1C(=O)c1ccccc1-2
2	-4	-5	0.1	-2.1	-4	2	1	13	i	Cc1ccc(-c2ccc(=O)n(CC(=O)NCCN(C)C)n2)cc1
-12	4	1	-2.4	1.3	-10	-3	-10	-14	x	COc1c2ccoc2nc2c(OC)c(OC[C@@H](O)C(C)(C)O)ccc12
20	-1	5	-1.4	0.9	0	8	-5	0	i	COC(=O)c1sccc1NC(=O)c1cc(-c2ccc(C)cc2)nc2ccccc12
4	-1	3	-0.5	-1.0	1	0	-1	8	i	COc1ccccc1N1CCN(C2CCCCC2NS(=O)(=O)c2ccc(Cl)cc2)CC1 (centres undefined)
15	1	-1	0.3	-0.2	1	0	6	-10	i	CCOc1ccc(N2CC(C(=O)Nc3nnc(SCCOC)s3)CC2=O)cc1 (centres undefined)
-8	0	0	-1.1	-1.1	-4	3	0	4	i	Cc1cc(CN2CCCC(CNC(=O)c3ccc(F)cc3)C2)cc(C)c1O (centres undefined)
-3	-2	0	0.1	-0.9	-4	-1	-4	-11	i	Cn1cccc1/C=N/N1CCN(Cc2ccccc2)CC1
-4	8	0	-0.1	-1.0	10	0	-8	-6	i	Cc1cc(=O)c2ccc(Cl)cc2[nH]1
-10	-2	0	-0.3	-1.9	3	6	0	62*	i	C[C@H](CO)N1C[C@H](C)[C@@H](CN(C)Cc2ccc(C(=O)O)cc2)Oc2c(NS(=O)(=O)c3cn(C)cn3)cccc2C1=O
8	1	0	-0.2	0.1	-1	-4	26*	-8	i	CC(C)Cn1cnc2c(SCc3ccccc3F)nc(N)nc21
-12	8	2	-0.8	-0.6	12	2	-35	24	i	O=C(CSc1nc2ccccc2s1)Nc1cc(C(=O)O)cc(C(=O)O)c1
14	-3	-5	-0.9	-2.7	-5	-1	1	-1	i	CCOC(=O)c1ccc(CNCc2ccc(C)cc2)cc1
8	-1	-5	0.1	-1.2	4	2	8	-4	i	CCN(CCCNC(=O)CC1Oc2ccc(C)cc2NC1=O)Cc1ccccc1 (centres undefined)
-10	-5	2	1.0	-0.8	-3	1	15	2	i	CC(C)(C)OC(=O)NCC(=O)N1CCC(C(=O)O)CC1
14	0	3	-0.3	-0.9	7	4	-9	-8	i	CN(C)S(=O)(=O)c1cccc(C(=O)Nc2cc(S(=O)(=O)N3CCOCC3)ccc2O)c1
0	-1	-6	-0.6	2.5	1	-4	0	-7	i	Cc1ccc(-c2nnn(Cc3nc4ccccc4s3)n2)cc1
9	0	-3	-0.5	-0.4	-17	3	6	-3	i	O=C(Nc1ccccc1Cl)c1cc(=O)c2ccccc2o1
-3	0	-6	-0.5	-1.6	2	2	-3	-9	i	CCOC(=O)C(=O)Nc1cc(Cl)ccc1C
-1	-1	-6	1.0	-2.4	-7	-1	-4	-1	i	CCOC(=O)Nc1ccc(C(=O)c2ccncc2)cc1
-1	-1	-1	-0.6	-1.6	-1	4	18	-2	i	O=C(CSc1ncn[nH]1)c1ccco1
-12	-2	-3	-1.7	-1.2	-6	1	3	3	i	CN(CC(=O)N1CCC(C(N)=O)CC1)S(=O)(=O)c1ccc2ccccc2c1

Record cards, from the list above.
Cc1ccc(-c2nnn(Cc3nc4ccccc4s3)n2)cc1 reads SKN-1 block = 0; STEP block = -1; NadD inh = -6; Tb MetRS inh = -0.6; LMPTP inh = 2.5; SUMO1-SIM PPI = 1; DNMT1 block = -4; CendR NRP1 mod = 0; Scp-1 inhibitor = -7; Neddyl block = i
CC(C)(C)OC(=O)NCC(=O)N1CCC(C(=O)O)CC1 reads SKN-1 block = -10; STEP block = -5; NadD inh = 2; Tb MetRS inh = 1.0; LMPTP inh = -0.8; SUMO1-SIM PPI = -3; DNMT1 block = 1; CendR NRP1 mod = 15; Scp-1 inhibitor = 2; Neddyl block = i

(further entries)
SKN-1 block	STEP block	NadD inh	Tb MetRS inh	LMPTP inh	SUMO1-SIM PPI	DNMT1 block	CendR NRP1 mod	Scp-1 inhibitor	Neddyl block	molecule
-3	-1	-5	-0.4	1.2	1	-2	3	-3	i	CC(=O)CC(=O)Nc1ccc(Cl)cn1
4	-1	2	-0.5	0.0	2	4	-5	2	i	COC(=O)Cn1c(C)nc2c(sc3nc(C)cc(C)c32)c1=O
3	-2	-2	-0.3	4.3	-2	-1	4	-6	i	CCn1ccnc1CNCc1ccc(OCC(O)CN(C)Cc2ccccc2)cc1 (centres undefined)
-3	3	5	-0.7	-3.5	-1	2	12	-13	i	Cc1onc(-c2ccccc2Cl)c1C(=O)NCc1ccc(N2CCCC2=O)cc1
